# Screening results (PubChem)
# core dimer inh = inhibitors of HCV core protein dimerization, primary screen, biochemical, TR-FRET, high-throughput | actives 0.33% (n = 300,000) | inhibition, % at 5 µM | AID 1899, 2009 | TR-FRET GST/Flag-core106 dimerization, 1536-well;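 active means inhibition above the mean of all tested compounds plus 3 SD, set per screening campaign, cut at about 45% in these data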
#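 Material: GST/Flag-tagged HCV core106 proteins. Incubation: 4 h, 22.5 °C incubation. Read-out basis: inhibition (%) from 671 over 617 nm ratio. Measured by: TR-FRET, excitation 340 nm, emission 617 and 671 nm.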
# Fh CTSL1 inh = Fasciola hepatica cathepsin L1 inhibitors, primary screen, counter-screen for PFM18AAP inhibitor project, biochemical, QFRET, fluorogenic peptide substrate; recombinant F. hepatica cathepsin L1, Z-Leu-Arg-MCA fluorescence; inhibition, % at 5.96 µM; actives 0.49% (n = 300,000);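 active means inhibition above the mean of all tested compounds plus 3 SD, set per screening campaign, cut at about 17% in these data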;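 further: 0% = plate median of test compound wells and 100% = 1 µM Z-Phe-Ala-diazomethylketone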
# JMJD2C inh = inhibitors of GASC-1 histone demethylase, primary screen, biochemical, fluorescence, DELFIA europium; Lysine-specific demethylase 4C (Homo sapiens), Q9H3R0; GST-JMJD2C(1-420) H3K9me3 demethylation; inhibition, % at 2.35 µM; actives 0.069% (n = 330,000);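 active means more than half of a compound's replicate wells show inhibition beyond 50%, single wells judged on their own value; inconclusive means some, but no more than half, of replicates pass 50% inhibition; inactive means no replicate passes 50% inhibition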;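 further: signal counts dimethyl H3K9 product captured on neutravidin plate; 0% = median of DMSO wells and 100% = 0.3 times that DMSO median; strong numbers were not always called active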
# Target sequence (Q9H3R0 1-420 limits assumed): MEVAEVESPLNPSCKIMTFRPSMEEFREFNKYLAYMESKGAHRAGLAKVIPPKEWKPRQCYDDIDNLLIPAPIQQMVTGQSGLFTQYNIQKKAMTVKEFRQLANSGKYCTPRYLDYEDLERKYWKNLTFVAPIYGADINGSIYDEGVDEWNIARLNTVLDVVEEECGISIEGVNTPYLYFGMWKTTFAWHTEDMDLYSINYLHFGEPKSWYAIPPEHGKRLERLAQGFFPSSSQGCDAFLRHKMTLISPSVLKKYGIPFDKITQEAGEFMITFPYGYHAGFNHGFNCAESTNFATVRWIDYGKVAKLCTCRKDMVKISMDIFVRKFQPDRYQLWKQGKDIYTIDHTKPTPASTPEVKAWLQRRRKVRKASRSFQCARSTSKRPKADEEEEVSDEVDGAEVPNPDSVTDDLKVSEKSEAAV
# PP5 inh = PP5 phosphatase inhibitors, primary screen, biochemical, fluorescence; actives 0.18% (n = 320,000); inhibition, % at 6.7 µM; AID 1987, 2009; Serine/threonine-protein phosphatase 5 (Homo sapiens), P53041; purified PP5c, OMFP substrate fluorescence;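 active means inhibition above the campaign's mean inhibition across all tested compounds plus 3 SD, cut at about 9.5% in these data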;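 further: 0% = DMSO only and 100% = 100 µM cantharidin control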
# proCasp3 act = activators of human procaspase-3 D3A mutant, primary screen, biochemical, absorbance, PC-3 D3A mutant, single concentration; actives 0.11% (n = 330,000); activation, % at 8.5 µM; Caspase-3 (Homo sapiens), P42574; recombinant procaspase-3 D3A, Ac-DEVD-pNA absorbance 405 nm;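 active means activation above the mean of all tested compounds plus 3 SD, cut at about 21% in these data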;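 further: 0% = DMSO alone and 100% = DMSO wells spiked with extra 5 µM PC-3 D3A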
# Target sequence (P42574 whole entry D9A/D28A/D175A): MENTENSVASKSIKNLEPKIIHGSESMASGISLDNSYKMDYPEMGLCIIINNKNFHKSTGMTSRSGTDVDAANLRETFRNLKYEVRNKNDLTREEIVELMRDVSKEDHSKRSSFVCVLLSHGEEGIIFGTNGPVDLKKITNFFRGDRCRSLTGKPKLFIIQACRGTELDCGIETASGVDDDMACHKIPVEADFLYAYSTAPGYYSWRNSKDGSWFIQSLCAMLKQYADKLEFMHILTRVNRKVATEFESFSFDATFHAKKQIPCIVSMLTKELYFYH
#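 Assay system: Procaspase-3 D3A mutant, all three cleavage aspartates alanine. Buffer or medium: Zinc-free HEPES saline buffer with Triton X-100. Times: 1 h compound preincubation, 2 h substrate hydrolysis at 25 °C. Measured by: 405 nm absorbance of p-nitroaniline, reads at 0 and 120 min. Read-out basis: percent activation relative to control range. Replicates: singlicate.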
# Efflux pump mplx = inhibitors of Candida efflux pumps in yeast, primary screen, S. cerevisiae, Nile Red, multiplex; S. cerevisiae Candida pump triplex; inhibition, % at 10 µM; actives 0.44% (n = 330,000); AID 485275, 2010;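 active means plate passing quality check with inhibition over a set limit, or well fluorescence over plate mean plus 4 SD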;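 further: Nile Red retained in pooled yeast measured as flow cytometry median fluorescence; 0% = buffer negative control and 100% = Enniatin B positive control; higher means more Nile Red kept so more efflux inhibition; some compounds called inactive have numbers as strong as hits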
# TPT1 inh = Candida albicans TPT1 enzyme inhibitors, primary screen, biochemical, fluorescence polarization. recombinant caTPT1, FP RNA substrate dephosphorylation. inhibition, % at 5 µM. actives 0.81% (n = 300,000). AID 1962, 2009;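 active means inhibition above the mean of all tested compounds plus 3 SD, set per screening campaign, cut at about 24% in these data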;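 further: plate controls were DMSO alone for no effect and ferristatin control at 100 nM for full effect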
# PP1 inh = PP1-alpha phosphatase inhibitors, primary screen, counter-screen for PP5 inhibitor project, biochemical, fluorescence, OMFP substrate, single point; Serine/threonine-protein phosphatase PP1-alpha catalytic subunit (Homo sapiens), P62136; purified PP1alpha; inhibition, % at 6.7 µM; actives 0.9% (n = 320,000);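 active means inhibition above the mean inhibition of all tested compounds plus 3 SD, computed separately for each screening campaign, cut at about 15% in these data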
# Target sequence (P62136 whole entry, looked up): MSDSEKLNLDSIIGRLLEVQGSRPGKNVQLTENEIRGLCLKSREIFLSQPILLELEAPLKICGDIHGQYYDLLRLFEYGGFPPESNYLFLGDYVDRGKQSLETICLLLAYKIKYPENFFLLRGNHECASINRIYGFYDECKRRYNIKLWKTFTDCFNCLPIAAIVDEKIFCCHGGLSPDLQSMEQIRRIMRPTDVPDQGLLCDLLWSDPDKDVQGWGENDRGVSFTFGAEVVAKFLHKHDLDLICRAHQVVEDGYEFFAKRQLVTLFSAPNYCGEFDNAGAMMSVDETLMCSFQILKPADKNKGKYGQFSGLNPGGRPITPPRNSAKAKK
# proCasp7 act = procaspase-7 activators, primary screen, counter-screen for procaspase-3 activator project, biochemical, absorbance, HTS, human; actives 0.093% (n = 330,000); AID 463210, 2010; activation, % at 8.5 µM; recombinant procaspase-7, Ac-DEVD-pNA absorbance 405 nm; D23A/D198A/D206A triple mutant, cannot self-cleave; scale: DMSO 0, 5 µM enzyme 100; Caspase-7 (Homo sapiens), P55210;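 active means percent activation above the screen-wide mean plus 3 SD, cut at about 25% in these data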
#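 Assay system: Uncleavable procaspase-7 mutant enzyme / Input: 2 µM procaspase-7 mutant as dispensed / Dosing: single nominal 8.5 µM compound dose, 0.8% DMSO final / Timing: 1 h enzyme–compound preincubation and 2 h substrate reaction, both 25 °C / Detection: p-Nitroaniline absorbance at 405 nm, read at 0 and 120 min / Replication: singlicate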
# The depositor's hits bear a star; u = inconclusive; x = no result given; & = joins results of further samples.
SMILES,core dimer inh,Fh CTSL1 inh,JMJD2C inh,PP5 inh,proCasp3 act,Efflux pump mplx,TPT1 inh,PP1 inh,proCasp7 act
COc1cccc2c1OC1(CCN(C(C)C)CC1)N1N=C(c3cccnc3)CC21 (stereo unspecified),2,-4,2,-1.5,0,-0.1,-1,-7,11
Cc1onc(-c2ccccc2)c1C(=O)NC(=S)Nc1sc2c(c1C#N)CCC(C)C2 (stereo unspecified),22,1,3,-0.1,-9,0.2,3,-2,-7
Cc1cc(C)c2c(-n3cccc3)c(NC(=O)OC(C)C)sc2n1,3,6,3,4.8,-3,0.2,6,-1,-7
CCOC(=O)c1c(C)[nH]c(C(=O)COC(=O)C23CC4CC(CC(Cl)(C4)C2)C3)c1C,9,1,7,1.2,-6,0.3,1,5,10
Clc1cccc(Cl)c1Cn1nnc(N2CCCC2)n1,2,-4,5,-0.9,5,0.0,-2,-3,4
O=C(/C(=N\Nc1ccc(Br)cc1)Sc1nnnn1-c1ccccc1)c1ccccc1,19,3,12,0.7,-8,0.2,3,2,-17
COCCCn1c(SCC(=O)Nc2sc3c(c2C#N)CCCC3)nnc1-c1ccncc1,41,3,5,-1.1,-2,-0.2,2,4,-1
COc1cccc(-c2nc(NC3CCCC3)c3ccccc3n2)c1O,6,8,1,6.7,-9,-0.4,1,7,-6
NC1=NC(=O)/C(=C/c2ccccc2OS(=O)(=O)c2ccccc2)S1,-6,1,0,4.3,11,-0.3,3,-2,7
CCOc1ccc(N(CC(=O)N2CCCC2)S(=O)(=O)c2c(C)noc2C)cc1,-2,-1,16,-0.2,-2,0.0,-1,-1,0
O=C1CCCC2=C1C(c1cccs1)n1ncnc1N2 (stereo unspecified),2,2,-4,2.0,-3,-0.1,3,-3,4
COC(=O)[C@H](Cc1ccccc1)NC(=O)[C@@]1(C)C[C@@H]1[C@@H](NC(=O)OCc1ccccc1)c1ccccc1,15,3,2,2.0,-3,0.0,-1,6,-3
COC(=O)CCP(=O)(O)Cc1ccccc1CP(=O)(O)CCC(=O)OC,10,-4,3,1.5,-4,0.0,-4,-9,-10
O=C(CSc1ncnc2nc[nH]c12)N1CCN(c2ccccc2)CC1,-6,-1,-1,0.8,2,0.2,-4,-1,8
Cc1cccc(C(=O)CC(=O)c2cc(Cl)ccc2O)c1,10,7,-2,0.5,-30,-0.1,-1,4,-64
CC(C)N(CCNC(=O)C1CCN(S(=O)(=O)N2CCOCC2)CC1)Cc1ccccc1,0,-1,3,-1.8,-3,-0.1,3,1,4
CCOC(=O)Cc1csc(NC(=O)CN2C(=O)c3ccccc3C2=O)n1,6,-2,-6,-2.2,-7,0.1,-1,-3,6
CC(O)[C@H]1CN=C(N)N1CC(C)(C)C (stereo partly specified),2,-6,24,1.7,8,0.2,3,-3,2
N#Cc1nc(-c2ccco2)oc1NCc1ccco1,-2,1,-2,1.4,-4,0.0,-2,0,-4
COCCN(C(=O)CCc1nnc(CCc2c[nH]c3ccccc23)o1)C(C)C,0,0,0,-1.2,9,0.0,-2,-3,1
CCOC(CCNC(=O)c1cc2c(=O)[nH]c3ccccc3c2s1)OCC,8,3,6,3.9,0,-0.3,-1,-2,2
CC1CCC(N2CCN(c3ccc([N+](=O)[O-])cc3)CC2)CC1 (stereo unspecified),7,2,-23,5.0,3,0.4,1,6,-6
Cc1cc(=O)oc2cc(NS(=O)(=O)c3ccc(F)cc3)ccc12,3,9,16,0.5,-5,-0.1,-4,-2,4
O=C(NCCCn1ccnc1)/C(=C\c1cccs1)NC(=O)c1cccs1,-3,-1,12,-1.1,6,0.0,0,4,9
COc1ccc(NC(=O)CSc2nnc(Cc3cccn3C)n2CCc2ccccc2)cc1OC,5,-1,-33,3.3,0,1.3,1,-1,-5
O=C(OCC(=O)N1CCCC1)c1cccc(Br)c1,-9,-7,-6,3.5,3,-0.1,-1,0,2
Cc1cc(CN2CCN(CC(=O)Nc3cc(C(F)(F)F)ccc3-n3cncn3)CC2)no1,x,x,6,-2.0,0,0.0,x,0,8
Cc1c(C(=O)NCCN2CCCC(O)C2)oc2c(F)cccc12 (stereo unspecified),-7,1,12,1.9,3,-0.1,-2,-2,10
CC(C)CN(CCOc1cccc(N2C(=O)C3=C(CCCC3)C2=O)c1)CC(C)C,-13,0,2,-1.9,7,0.0,0,-9,5
CC1CCCN(CC(O)COc2ccc3c(c2)OCO3)C1 (stereo unspecified),6,0,-26,2.1,9,0.0,-2,-4,7

# Profiles from above. Screens in order: core dimer inh | Fh CTSL1 inh | JMJD2C inh | PP5 inh | proCasp3 act | Efflux pump mplx | TPT1 inh | PP1 inh | proCasp7 act
# COCCCn1c(SCC(=O)Nc2sc3c(c2C#N)CCCC3)nnc1-c1ccncc1 as listed: 41 | 3 | 5 | -1.1 | -2 | -0.2 | 2 | 4 | -1
# COc1cccc(-c2nc(NC3CCCC3)c3ccccc3n2)c1O as listed: 6 | 8 | 1 | 6.7 | -9 | -0.4 | 1 | 7 | -6
# Cc1c(C(=O)NCCN2CCCC(O)C2)oc2c(F)cccc12 (stereo unspecified) as listed: -7 | 1 | 12 | 1.9 | 3 | -0.1 | -2 | -2 | 10

# The results go on.
SMILES,core dimer inh,Fh CTSL1 inh,JMJD2C inh,PP5 inh,proCasp3 act,Efflux pump mplx,TPT1 inh,PP1 inh,proCasp7 act
COc1ccc(-c2ccc(CCC(=O)O)n2NC(=O)c2ccc(C(C)(C)C)cc2)cc1,8,8,u,5.3,-2,0.1,5,5,-13
COc1ccccc1-c1cc(C(=O)NCCN2CCOCC2)no1,-1,7,0,3.2,3,0.6,3,-3,-7
O=C(NC1CCN(Cc2ccccc2Cl)CC1)c1ccccc1,6,0,-5,-2.2,12,0.0,0,-1,-1
CCc1nc(-n2[nH]c(=O)c3ccccc3c2=O)c2c3c(sc2n1)CCCC3,3,1,-8,-3.8,-5,0.5,-2,-4,-3
CCc1ccc(OCC(=O)N(C)CCC#N)c(Br)c1,-1,-1,14,-0.1,-4,0.1,2,3,8
Cc1ccc(-c2nc3cccnc3s2)cc1NS(=O)(=O)c1ccc2c(c1)CCCC2,-59,-3,2,5.7,7,0.3,-1,5,9
CC1(C)CC(=O)C(C=NCCCO)=C(O)C1,1,6,-8,-1.3,-3,-0.4,1,-2,8
Cc1ccc2c(c1)c1nnc(SCC(=O)Nc3cccc(Cl)c3C)nc1n2CC(=O)O,11,5,12,0.1,6,-0.2,-4,5,1
O=C(Cn1c(=O)n(-c2cccc(C(F)(F)F)c2)c(=O)c2sccc21)NCC1CCCO1 (stereo unspecified),-2,-3,-12,-1.1,11,-0.2,0,2,5
CCc1cccc(C)c1NC(=O)CC1Oc2ccc(C)cc2NC1=O (stereo unspecified),3,7,-27,-0.7,5,0.5,3,4,-9
CCC1(C)CC(CCN(Cc2ccco2)C(C)=O)(c2ccccc2)CCO1 (stereo unspecified),13,6,1,1.3,-1,0.1,1,1,-5
CN1C2C=C3C(C#N)=C(N)C(C#N)(C#N)[C@H](c4c(F)cccc4F)[C@H]3C1CC2 (stereo partly specified),-3,1,6,0.2,1,0.0,3,8,1
Cc1cccc(-n2c(CNC(=O)c3ccc(S(=O)(=O)N4CCCC4)cc3)n[nH]c2=S)c1,4,-1,-21,1.0,9,-0.1,0,-4,-11
CCOC(=O)C1CCN(C(=O)c2cccnc2Oc2ccc(Cl)cc2)CC1,-5,1,-2,-1.2,4,-0.1,-3,-5,9
CCCCOc1[nH]c2nc(-c3ccco3)n(Cc3ccco3)c(=N)c2c1C#N,8,4,5,2.6,-10,-0.1,-48,9,-36
CCn1c(COc2ccccc2)nc2ccccc21,9,-2,1,0.3,7,0.1,-4,-1,-7
CN(CC(=O)Nc1cccc(F)c1)CC(=O)N(C)CC(=O)Nc1ccccc1Br,x,x,x,-3.4,1,-0.1,x,-4,-4
FC(F)(F)c1cnc2c(c1)[nH]c(=S)n2-c1ccc(Cl)cc1,-5,4,-7,1.5,-4,0.1,-3,-3,-11
CCCCc1nc(SCCOC)c2c(=O)n(C)c(=O)n(C)c2n1,-1,-5,-12,4.0,2,0.1,2,-6,1
c1ccc(Cn2c(SCCN3CCOCC3)nnc2-c2cccnc2)cc1,1,1,-3&8,4.4,-4,-0.2,-2,5,16
C=CCN1C(=O)C(CC(=O)O)SC1=Nc1c(C)n(C)n(-c2ccccc2)c1=O (stereo unspecified),1,4,-15,-1.7,-4,0.1,1,-3,-1
CCCCSC1=C(C#N)C(c2ccccc2C)C(C(=O)OCC)C(=O)N1 (stereo unspecified),0,3,28,3.2,5,0.0,0,1,0
Cc1nc(SCc2nc3ccc(C(F)(F)F)cc3[nH]2)c2oc3ccccc3c2n1,x,x,4,x,-8,0.1,x,x,-8
O=C(CCCNS(=O)(=O)c1ccccc1)NCc1ccco1,0,-1,2,1.7,3,-0.1,-4,1,5
Cc1ccc(CONS(=O)(=O)c2cc(C)ccc2C)cc1,x,x,-3,2.0,5,0.2,x,1,1
OCC1(CCOc2ccccc2)CCN(Cc2ccccc2OC(F)F)CC1,-2,-4,0,1.0,13,0.0,-3,-3,-5
COCCCNS(=O)(=O)c1ccc(SC)cc1,-6,-1,-5,0.0,2,0.2,-1,1,4
NC(=O)c1ccsc1NC(=O)c1coc2ccccc2c1=O,15,-2,9,0.7,-1,-0.1,1,-5,1
O=C(O)CSC1c2ccccc2C(=O)N1c1ccccc1 (stereo unspecified),-2,-3,4,1.2,7,-0.2,-1,0,13
CCC(CC)C(=O)Nc1ccc(C(=O)Nc2cc(C)on2)cc1,0,-2,-2,1.5,3,-0.2,2,-2,4
O=C(CNC(=O)c1ccccc1F)OCC(=O)c1c[nH]c2ccccc12,x,x,-9,x,10,-0.1,x,x,-1
O=C(NCCN1CCOCC1)C(=O)NCC1OCCN1S(=O)(=O)c1cc(F)ccc1F (stereo unspecified),-8,3,23,-3.2,0,-1.3,0,-5,-12
CCc1ccccc1NC(=O)CNC(=O)c1n[nH]c(=O)c2ccccc12,x,x,2,-0.6,5,0.0,x,-2,-9
CC1(C)CC(NC(=O)C(Cl)(Cl)Cl)CC(C)(C)N1,1,-3,-5,0.2,0,0.2,-2,-1,7
